# Bioassay records (PubChem BioAssay)
# S1P3 antag = S1P3 receptor antagonists, primary screen, cell-based | Sphingosine 1-phosphate receptor 3 (Homo sapiens), Q99500 | CHO S1P3 NFAT-BLA reporter, FRET fluorescence, antagonist mode | inhibition, % at 4.98 µM | actives 0.27% (n = 170,000) | AID 485, 2006;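 active = inhibition above the plate cutoff, the mean inhibition of test wells on that plate plus 3 SD, cut at about 28% in these data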;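 also: cells challenged with S1P at its EC80 of 0.8 µM; blue over green emission ratio from cleaved BLA substrate after 4 h stimulation; 0% = S1P-stimulated wells and 100% = unstimulated DMSO-only wells; some compounds past the cut are filed as inactive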
# Target sequence (Q99500 whole entry, looked up): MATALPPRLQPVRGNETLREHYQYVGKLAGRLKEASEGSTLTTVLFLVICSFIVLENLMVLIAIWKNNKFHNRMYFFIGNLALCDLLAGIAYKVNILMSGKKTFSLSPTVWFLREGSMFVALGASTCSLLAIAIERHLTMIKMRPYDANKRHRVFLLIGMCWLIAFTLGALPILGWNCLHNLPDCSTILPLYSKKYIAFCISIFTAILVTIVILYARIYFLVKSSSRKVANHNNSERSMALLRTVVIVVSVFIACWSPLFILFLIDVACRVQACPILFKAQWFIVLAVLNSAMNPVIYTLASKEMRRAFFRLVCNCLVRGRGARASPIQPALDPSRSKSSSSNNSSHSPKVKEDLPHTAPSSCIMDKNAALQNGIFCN
# G6PDH counter = L. mesenteroides G6PDH inhibitors, counter-screen for G6PDH-coupled screening assays, biochemical, Leuconostoc mesenteroides enzyme; glucose-6-phosphate dehydrogenase [Leuconostoc mesenteroides]; Purified L. mesenteroides G6PDH, diaphorase/resazurin coupled fluorescence, 45 min; inhibition, % at 5 µM; actives 0.12% (n = 200,000); in the data active = inhibition above about 50%
# PMI activator = activators of human PMI, primary screen, biochemical, fluorescence intensity, near-Km mannose 6-phosphate; purified human PMI, coupled resazurin fluorescence, 20 min; stronger effect = higher value; 1 = vehicle control, 0 substrate-free wells; actives 0.005% (n = 190,000); AID 1214, 2008; activation factor at 20 µM;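 active = activation factor of 2 or more at 20 µM, relative to plate controls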
# Diaph inh CS = diaphorase inhibitors and chemical oxidizers, primary screen, counter-screen for diaphorase-coupled primary assays, biochemical, uHTS, resorufin fluorescence. diaphorase resazurin-to-resorufin fluorescence, NADH, 16 min; bacterial (C. kluyveri) enzyme, not human. inhibition, % at 20 µM. AID 1217, 2008. actives 0.69% (n = 190,000);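 active = primary screen inhibition at 20 µM above a set limit, cut at about 50% in these data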;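 also: plate controls were DMSO with full reaction for no effect and wells lacking NADH for full effect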
#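 System: Diaphorase enzyme from Clostridium kluyveri | Amount: Enzyme working solution with 0.14 U/mL diaphorase | Benchmarks: No-NADH positive control and DMSO neutral control | Signal: Fluorescence of resorufin formed from resazurin, Ex 544/Em 590 nm | Schedule: 16-min room-temperature incubation before reading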
# PPARg SRC-3 ag = PPARgamma agonists recruiting SRC-3 coactivator, primary screen, biochemical | Peroxisome proliferator-activated receptor gamma (Homo sapiens), P37231 | biochemical PPARgamma/SRC-3 coactivator recruitment assay | activation, % at 8 µM | actives 0.26% (n = 200,000); in the data active = activation above about 23%;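 also: 0% = DMSO and 100% = reference agonist; some compounds past the cut are filed as inactive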
# Target sequence (P37231 whole entry, looked up): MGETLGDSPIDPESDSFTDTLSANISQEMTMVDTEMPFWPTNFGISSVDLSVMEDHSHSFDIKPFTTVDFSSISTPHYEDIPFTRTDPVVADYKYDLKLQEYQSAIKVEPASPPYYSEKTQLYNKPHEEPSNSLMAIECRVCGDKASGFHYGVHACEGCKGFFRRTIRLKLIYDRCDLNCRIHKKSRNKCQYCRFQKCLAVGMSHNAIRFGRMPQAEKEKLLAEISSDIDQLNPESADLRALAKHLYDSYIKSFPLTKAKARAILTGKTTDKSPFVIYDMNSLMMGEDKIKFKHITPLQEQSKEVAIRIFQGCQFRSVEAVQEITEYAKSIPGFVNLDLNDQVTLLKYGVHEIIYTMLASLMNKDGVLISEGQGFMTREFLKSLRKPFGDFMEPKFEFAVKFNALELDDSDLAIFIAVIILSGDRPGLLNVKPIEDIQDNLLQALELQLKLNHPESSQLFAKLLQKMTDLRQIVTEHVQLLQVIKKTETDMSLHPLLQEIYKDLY
# PMI act satM6P = human PMI activators, high substrate, primary screen, biochemical, fluorescence intensity, near-saturating mannose 6-phosphate | activation factor at 20 µM | actives 0.34% (n = 190,000) | Mannose-6-phosphate isomerase (Homo sapiens), P34949 | coupled PMI enzyme assay, resazurin fluorescence, 20 min; stronger effect = higher value; 1 = untreated enzyme, 0 = substrate-free blank;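 active = activation factor of 2 or more at 20 µM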
#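 Test system: human phosphomannose isomerase with PGI, G6PDH, diaphorase coupling enzymes; Amount: PMI at 15 ng/mL final; Reagent: Mannose-6-phosphate 1.0 mM (near-saturating) plus 0.22 mM NADP+; Timing: 20 min, room temperature; Technique: resorufin fluorescence at Ex 544/Em 590 nm; Dosing: 20 µM single dose.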
# PPARg SRC2 recr = agonists of PPARg-SRC-2 recruitment, primary screen, biochemical, HTS | Peroxisome proliferator-activated receptor gamma (Homo sapiens), P37231 | PPARgamma LBD-SRC-2 recruitment | activation, % at 8 µM | actives 0.34% (n = 200,000); in the data active = activation above about 22%;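 also: 0% = vehicle and 100% = reference agonist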
# TR-FRET SRC-2 ct = TR-FRET signal artefacts, primary screen, artefact control for PPARgamma SRC-2 agonist project, biochemical; TR-FRET ratio at 8 µM; TR-FRET artefact counter-screen; stronger effect = higher value; actives 0.4% (n = 200,000); in the data active = TR-FRET ratio above about 2000; also: inactives centre near 1500
# ROMK mod = ROMK potassium channel modulators, primary screen, cell-based, thallium flux, MLSMR library; Tet-inducible ROMK, thallium flux fluorescence; actives lie on both sides; B-score at 10 µM; AID 1918, 2009; actives 2% (n = 130,000);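 active = signal ratio slope over the read window, or its plate-corrected B-score, at least 3 SD from the plate mean, either direction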;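 also: B-score of the F/F0 ratio slope over 7 to 12 s after thallium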
# PPARg SRC-1 ag = PPARgamma agonists recruiting SRC-1 coactivator, primary screen, biochemical. activation, % at 8 µM. Peroxisome proliferator-activated receptor gamma (Homo sapiens), P37231. PPARgamma-SRC-1 coactivator recruitment biochemical assay. actives 0.41% (n = 200,000). AID 631, 2007; in the data active = activation above about 19%;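 also: 0% = DMSO and 100% = reference agonist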
# Diaph act CS = compounds boosting diaphorase resazurin reduction – biochemical, uHTS, resorufin fluorescence, counter-screen for diaphorase-coupled primary assays, primary screen. activation factor at 20 µM. Diaphorase/resazurin coupled assay, 16 min; stronger effect = higher value; 1 = vehicle wells, 0 = NADH-free wells. actives 0.005% (n = 190,000);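 active = diaphorase activity raised at least twofold by the compound at 20 µM; inactive = activation factor below 2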
#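 Assay system: Purified diaphorase enzyme from Clostridium kluyveri | Amount: Enzyme 0.07 U/mL final | Dosing: Compound 20 µM once, DMSO 1% | Timing: 16 min reaction at room temperature | Detection: Fluorescence, excitation 544 nm and emission 590 nm | Evaluation: Higher resorufin formation from activation or reduction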
# Starred values were filed as active, the others as inactive; . = not tested or not shown. Compounds were not picked by outcome. Share with any hit: about 3.3%.
SMILES,S1P3 antag,G6PDH counter,PMI activator,Diaph inh CS,PPARg SRC-3 ag,PMI act satM6P,PPARg SRC2 recr,TR-FRET SRC-2 ct,ROMK mod,PPARg SRC-1 ag,Diaph act CS
CCOc1ccc(C2NC(=O)C(C#N)=C(S)N2c2ccc(C)cc2)cc1OC (centres undefined),.,3,1,12,7,1.1,6,1650,0.28,3,0.9
N/C(=N\OC(=O)Cc1ccccc1)c1ccccc1Cl,-19,4,1,-14,5,1,3,1586,0.38,8,1.1
O=C(NCc1ccccn1)c1ccc(CS(=O)(=O)Cc2ccc(Cl)cc2)o1,-6,6,1.1,6,-2,1.1,6,1454,.,6,0.9
O=C(Nc1ccc2c(c1)OCCO2)c1ccc(Cl)c(S(=O)(=O)N2CCCCC2)c1,.,2,0.8,28,-1,0.8,5,1599,-0.83,-6,0.7
COc1ccc(N2CC(O)=C(c3nc(-c4ccc(F)cc4)cs3)C2=N)cc1OC,-7,-1,0.9,25,3,0.9,7,1779,-0.11,7,0.8
Cc1ccc(/C=C/C2=NN(Cc3ccccc3Cl)C(=O)CC2)cc1,.,8,0.8,26,13,0.8,11,1759,0.092,2,0.7
CCOC(=O)C1CCCN(C(=O)c2ccco2)C1 (centres undefined),-25,7,0.9,14,6,0.9,9,1350,.,1,0.9
COc1ccc(-n2ncc3c(Nc4cccc(C)c4)ncnc32)cc1,.,9,0.9,24,-4,0.9,7,1579,1,11,0.8
COc1ccc(S(=O)(=O)Nc2ccc3c(c2)OCO3)cc1C(=O)O,-23,8,1,9,-17,0.9,-6,1363,-0.013,-1,0.9
COC(=O)C1CCN(C(=O)COC(=O)COc2ccc(C#N)cc2)CC1,-1,10,1.2,2,4,1.1,1,1511,1.2,8,1
S=C(Nc1ccc(Cl)cc1Cl)NC1CCN(Cc2ccccc2)CC1,-2,6,0.9,6,-4,1,1,1538,.,6,0.9
Nn1c(Cc2cccc3ccccc23)n[nH]c1=S,0,-2,0.9,13,1,1,13,1683,.,3,0.9
C/C(=N\OC(=O)c1ccccc1)c1cc(-c2ccc(Cl)cc2)no1,.,0,0.9,10,-4,0.9,-5,1351,.,1,0.9
Cc1ccc(CNC(=O)Nc2cccc(C)c2)cc1,-3,9,1,11,6,1,14,1751,-0.37,2,0.9
CC1CC(Nc2cccc(O)c2)=CC(=O)O1 (centres undefined),.,3,1,-1,-2,1,2,1443,0.81,-1,1
CCOc1ccc(S(=O)(=O)Nc2cc(OC)ccc2OC)cc1,29,-1,0.9,14,4,0.9,2,1465,.,1,0.9
Cc1ccc(CN2CCN(C3CCOCC3)CC2CCO)cc1 (centres undefined),-11,16,0.8,18,5,0.8,0,1753,0.48,6,0.8
O=c1[nH]c(-c2ccc(Cl)cc2)nc2c1cnn2-c1ccccc1,-2,2,0.9,14,12,0.9,-3,1432,.,-7,0.9
O=C/C(=C\Nc1ccc(Cl)cn1)c1nc2cc(Cl)ccc2o1,.,2,1,-10,5,1.2,2,1557,0.8,-1,1.1
COC(=O)C1=C(C)NC(=O)/C1=C\c1cccs1,.,1,1,16,4,0.9,7,1596,-0.24,8,0.8
CCOc1ccc(S(=O)(=O)N2CCCCCC2)cc1,.,8,1,6,10,1.1,10,1612,-1.9,10,0.9
Cc1cccc(N(C(=O)Cn2nnc(-c3ccc(F)cc3)n2)C(C(=O)NC(C)(C)C)c2ccncc2)c1 (centres undefined),-7,4,0.9,5,-2,0.9,-4,1533,0.39,-2,0.9
CCOc1ccc(NC(=O)COc2nsnc2N2CCOCC2)cc1,-13,9,1.1,4,-1,1,4,1548,-0.12,10,1
O=C(Cn1nc(C(F)(F)F)c2c1CCC2)NC1CCCCC1,2,15,0.9,16,3,0.9,-3,1522,-0.073,7,0.8
CCN1CCN(C(=O)c2cc3cc4ccc(OC)cc4nc3s2)CC1,.,-4,1,6,4,1,2,1500,0.39,7,0.9
COc1cc(NC(=O)c2ccco2)c(C(=O)OCC(=O)c2c[nH]c3ccccc23)cc1OC,9,-2,0.9,13,-3,0.9,1,1629,-0.5,3,0.9
O=C(COc1cccc(Cl)c1)N/N=C\c1cc2ccccc2nc1Cl,-8,1,1.1,2,-4,1,-7,1421,.,1,1
CN(/N=C/C=C/c1ccccc1)c1cc(=O)n(C)c(=O)[nH]1,5,-4,1,11,0,0.7,0,1513,0.1,-3,0.9
COC(=O)c1sc2nc(-c3ccco3)ccc2c1N,3,0,0.8,35,2,0.6,-2,1524,0.057,-1,0.7
COc1ccc(-c2[nH]ncc2CN(C)Cc2nonc2C)c(OC)c1,7,9,0.9,6,6,1,3,1770,0.61,9,0.9

# Part of the list above in a different format.
mol	S1P3 antag	G6PDH counter	PMI activator	Diaph inh CS	PPARg SRC-3 ag	PMI act satM6P	PPARg SRC2 recr	TR-FRET SRC-2 ct	ROMK mod	PPARg SRC-1 ag	Diaph act CS
O=c1[nH]c(-c2ccc(Cl)cc2)nc2c1cnn2-c1ccccc1	-2	2	0.9	14	12	0.9	-3	1432	.	-7	0.9
O=C/C(=C\Nc1ccc(Cl)cn1)c1nc2cc(Cl)ccc2o1	.	2	1	-10	5	1.2	2	1557	0.8	-1	1.1
COC(=O)C1=C(C)NC(=O)/C1=C\c1cccs1	.	1	1	16	4	0.9	7	1596	-0.24	8	0.8
CCOc1ccc(S(=O)(=O)N2CCCCCC2)cc1	.	8	1	6	10	1.1	10	1612	-1.9	10	0.9
Cc1cccc(N(C(=O)Cn2nnc(-c3ccc(F)cc3)n2)C(C(=O)NC(C)(C)C)c2ccncc2)c1 (centres undefined)	-7	4	0.9	5	-2	0.9	-4	1533	0.39	-2	0.9
CCOc1ccc(NC(=O)COc2nsnc2N2CCOCC2)cc1	-13	9	1.1	4	-1	1	4	1548	-0.12	10	1
O=C(Cn1nc(C(F)(F)F)c2c1CCC2)NC1CCCCC1	2	15	0.9	16	3	0.9	-3	1522	-0.073	7	0.8
CCN1CCN(C(=O)c2cc3cc4ccc(OC)cc4nc3s2)CC1	.	-4	1	6	4	1	2	1500	0.39	7	0.9
COc1cc(NC(=O)c2ccco2)c(C(=O)OCC(=O)c2c[nH]c3ccccc23)cc1OC	9	-2	0.9	13	-3	0.9	1	1629	-0.5	3	0.9
O=C(COc1cccc(Cl)c1)N/N=C\c1cc2ccccc2nc1Cl	-8	1	1.1	2	-4	1	-7	1421	.	1	1

# New compounds follow.
SMILES,S1P3 antag,G6PDH counter,PMI activator,Diaph inh CS,PPARg SRC-3 ag,PMI act satM6P,PPARg SRC2 recr,TR-FRET SRC-2 ct,ROMK mod,PPARg SRC-1 ag,Diaph act CS
COc1ccc(N2CC(O)=C(c3nc(-c4ccc(Br)cc4)cs3)C2=N)cc1,-12,-1,0.9,8,3,0.9,7,1837,0.0071,2,0.9
CCCCCn1c(CCC(=O)Oc2ccccc2OC)nc2c1c(=O)[nH]c(=O)n2CCCC,.,1,0.9,19,4,1,3,1552,.,6,0.8
CS(=O)(=O)N1CCC(C(=O)NCc2ccc(F)cc2Cl)CC1,-17,-8,0.9,4,0,0.9,7,1559,.,6,1
Cc1cc(Cl)ccc1OC(C)C(=O)NCCCCc1ccccc1 (centres undefined),.,-3,0.9,20,-10,1,0,1564,0.43,0,0.8
c1ccc(-c2nnc(NC3=NCCC3)o2)cc1,7,16,1,14,5,1,5,1657,0.58,8,0.9
O=C(Nc1ccc(Cl)cc1)C1C2CCC3C(CCC21)C3(Cl)Cl (centres undefined),.,5,1,13,-3,1,2,1562,.,0,0.9
CCOc1ccccc1CN1C(=O)NC(C)(c2ccccc2)C1=O (centres undefined),3,7,1,9,6,1,-1,1527,.,1,0.9
CSc1ccc(S(=O)(=O)N2CCN(Cc3ccc4c(c3)OCO4)CC2)cc1,-8,-24,0.8,24,5,0.9,6,1584,.,8,0.8
c1ccc(-c2nnsc2Sc2ccccn2)cc1,12,-3,1,9,4,1,10,1689,-0.067,3,0.9
COc1cc(C(=O)Nc2ccc(S(=O)(=O)N3CCOCC3)cc2)c([N+](=O)[O-])cc1OC,-17,3,0.8,18,7,0.7,0,1536,.,-2,0.8
CC(C)Oc1ccc(OCCNC2CCCC2)cc1,.,4,1.1,-3,0,1.2,2,1485,-0.83,-4,1
S=C(NC1CC1)NC1CCCc2ccccc21 (centres undefined),-22,7,1,11,4,1,-3,1624,0.93,5,0.9
COc1ccc(Cc2nnc(N/N=C/c3ccc(O)cc3O)[nH]c2=O)cc1OC,7,3,0.7,21,-4,1.2,4,1567,.,-3,0.8
Cc1nn(-c2ccccn2)c2nc(-c3cccs3)cc(C(=O)NCc3ccco3)c12,.,5,1.1,13,14,1.1,11,1666,-0.73,-2,0.9
COc1ccc(Cn2nnnc2C(CC(C)C)N2CCN(c3ccccc3)CC2)cc1 (centres undefined),2,6,1,12,-3,0.9,5,1404,0.25,4,0.9
Cc1nnc(NC(=O)C2C3C=CC(O3)C2C(=O)O)s1 (centres undefined),.,28,0.9,8,-2,1,-4,1517,1.8,-1,0.9
Cn1c(N)c(C(=O)COC(=O)c2cccs2)c(=O)n(C)c1=O,-15,-7,0.9,15,-4,0.8,4,1465,0.42,-3,0.9
Cc1nc(NC(=O)COC(=O)C(NC(=O)c2ccco2)C(C)C)c(Cl)cc1Cl (centres undefined),-24,3,1,10,-10,1,0,1662,.,0,0.9
CCC(=O)NC(Nc1cc(C)ccn1)(C(F)(F)F)C(F)(F)F,.,13,0.8,6,0,0.9,1,1328,.,-1,0.9
Clc1ccc(Cn2ccc(-c3ccc4c(c3)OCO4)n2)cc1Cl,.,8,0.9,0,-3,1,6,1562,.,8,1
